Bcl-B Bim block – human Bim-Bcl-B interaction inhibition | Q9HD36 | bead-based flow cytometry, Bim peptide-Bcl-B binding | inhibition, % at 10 µM | actives 0.073% (n = 190,000);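 further: 0% = tracer peptide without compound and 100% = reference inhibitor peptide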
Target sequence (Q9HD36 whole entry, looked up): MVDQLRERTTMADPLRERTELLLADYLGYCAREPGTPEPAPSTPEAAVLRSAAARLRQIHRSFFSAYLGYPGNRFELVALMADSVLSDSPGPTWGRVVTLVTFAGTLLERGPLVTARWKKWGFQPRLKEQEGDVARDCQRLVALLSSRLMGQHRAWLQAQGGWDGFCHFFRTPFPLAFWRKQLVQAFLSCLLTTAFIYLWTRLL
Bfl-1 Bim block – inhibitors of Bim-Bfl-1 interaction, human. inhibition, % at 10 µM. Bead-based flow cytometry, Bim-Bfl-1 binding inhibition. actives 0.12% (n = 190,000);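 further: 0% = wells without compound plus tracer and 100% = blocker peptide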
Bim-Mcl-1 – human Bim-Mcl-1 interaction inhibition; Q07820; Bead-based flow cytometry, Bim peptide-Mcl-1 binding; inhibition, % at 10 µM; actives 0.1% (n = 190,000); AID 1009;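 further: 0% = no compound tracer wells and 100% = peptide blocker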
Mcl1 Bid PPI – Mcl-1/Bid interaction inhibition. actives 0.97% (n = 220,000). Q07820. TR-FRET Mcl-1/Bid-Dy647 peptide binding, 1536-well. inhibition, % at 21.7 µM. AID 1021;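 active means compounds that cut the binding signal by more than half at the single screening dose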;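 further: His-tagged Mcl-1 with europium anti-His antibody binding Bid BH3 peptide; 0% = Mcl-1 plus peptide wells and 100% = peptide-only wells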
RGS8-Gao reg – modulates binding of RGS8 to human Galphao. response (percent of control binding), % at 10 µM. P09471. actives 0.34% (n = 220,000). multiplexed bead flow cytometry; actives lie on both sides. AID 1423; in the data active means response below about 60% or above about 140%; inactive means in between;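 further: Galphao activated as the GDP aluminium fluoride complex binding bead-coupled RGS8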
Target sequence (P09471 whole entry, looked up): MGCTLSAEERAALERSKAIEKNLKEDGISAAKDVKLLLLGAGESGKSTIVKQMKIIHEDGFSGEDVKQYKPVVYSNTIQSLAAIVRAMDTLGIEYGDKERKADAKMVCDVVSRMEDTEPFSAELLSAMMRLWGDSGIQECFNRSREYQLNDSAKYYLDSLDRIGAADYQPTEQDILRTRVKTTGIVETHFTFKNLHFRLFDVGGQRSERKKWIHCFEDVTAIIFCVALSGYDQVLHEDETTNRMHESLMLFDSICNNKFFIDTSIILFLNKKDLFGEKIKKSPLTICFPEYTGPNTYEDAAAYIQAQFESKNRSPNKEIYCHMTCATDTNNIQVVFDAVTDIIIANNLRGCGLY
Bcl-2 Bim block – human Bim-Bcl-2 interaction inhibition; actives 0.06% (n = 190,000); AID 950; Bead-based flow cytometry, Bim peptide-Bcl-2 binding; inhibition, % at 10 µM; P10415; in the data active means inhibition above about 40%;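 further: 0% = no compound wells with probe peptide and 100% = reference peptide inhibitor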
Target sequence (P10415 whole entry, looked up): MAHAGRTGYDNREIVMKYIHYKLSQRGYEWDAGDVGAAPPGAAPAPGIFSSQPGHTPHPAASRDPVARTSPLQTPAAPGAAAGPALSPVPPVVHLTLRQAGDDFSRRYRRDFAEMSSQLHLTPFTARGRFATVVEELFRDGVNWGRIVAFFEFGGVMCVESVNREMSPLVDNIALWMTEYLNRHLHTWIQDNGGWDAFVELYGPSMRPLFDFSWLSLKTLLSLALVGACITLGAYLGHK
RGS4-Gao reg – human RGS4-Galphao interaction regulation; P09471; Multiplexed bead flow cytometry, RGS4-Galphao binding; actives lie on both sides; binding response (% of control), % at 10 µM; actives 0.33% (n = 220,000); AID 1415; in the data active means binding response below about 49% or above about 150%; inactive means in between;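 further: fluorescent Galphao activated with aluminum fluoride binding bead-coupled RGS4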
GSH fluor – GSH bead compound fluorescence profile; fluorescence (KMESF) at 10 µM; actives 0.25% (n = 190,000); GSH beads flow cytometry, compound fluorescence 488/530 nm; hits give high values; in the data active means fluorescence above about 89;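 further: glutathione beads carrying GST-tagged Bcl family fusion proteins plus one bare bead set; values are compound well signal with DMSO vehicle wells as background; inactives centre near 16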
Bim-Bcl-XL – disrupts Bim peptide binding to human Bcl-XL. bead flow cytometry, fluorescence. inhibition, % at 10 µM. actives 0.04% (n = 190,000)
Bim-Bcl-W – inhibitors of Bim-Bcl-W interaction, human | bead-based flow cytometry, Bim peptide-Bcl-W binding | AID 952 | inhibition, % at 10 µM | Q92843 | actives 0.02% (n = 190,000);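 further: 0% = bound tracer without compound and 100% = peptide blocker; higher means less fluorescent Bim peptide bound to Bcl-W beads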
Target sequence (Q92843 whole entry, looked up): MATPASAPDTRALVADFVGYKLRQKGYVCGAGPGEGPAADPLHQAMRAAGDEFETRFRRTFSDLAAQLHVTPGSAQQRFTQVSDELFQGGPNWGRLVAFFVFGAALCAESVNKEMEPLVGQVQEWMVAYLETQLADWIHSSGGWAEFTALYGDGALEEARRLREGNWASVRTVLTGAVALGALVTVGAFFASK
RGS7-Gao – modulates binding of RGS7 to human Galphao; actives 0.35% (n = 220,000); Multiplexed bead flow cytometry; actives lie on both sides; P09471; binding response (% of control), % at 10 µM; in the data active means binding response below about 49% or above about 150%;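 further: fluorescent Galphao held in activated GDP-AlF4 state binding bead-coupled RGS7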
The depositor's hits bear a star. Unless noted, no stated cut-off is given here; in the data, active means inhibition above about 40%.

Screening Cc1ccnc(NC(=O)C2CCC(CNc3c(N4CCCC4)c(=O)c3=O)CC2)c1 (stereo not drawn) returned Bcl-B Bim block -12, Bfl-1 Bim block -10, Bim-Mcl-1 -3, Mcl1 Bid PPI -15, RGS8-Gao reg 99, Bcl-2 Bim block -14, RGS4-Gao reg 103, GSH fluor 14, Bim-Bcl-XL -11, Bim-Bcl-W -7 and RGS7-Gao 102.
Screening O=C(CC1C(=O)NCCN1CC1CCCCC1)NCc1ccc(F)cc1 (stereo not drawn) returned Bcl-B Bim block 0, Bfl-1 Bim block -4, Bim-Mcl-1 4, Mcl1 Bid PPI -52, RGS8-Gao reg 104, Bcl-2 Bim block -1, RGS4-Gao reg 102, GSH fluor 12, Bim-Bcl-XL 0, Bim-Bcl-W 2 and RGS7-Gao 101.
CSc1nc(-c2ccc(Cl)cc2Cl)[nH]c(=O)c1C#N was read as Bcl-B Bim block -4, Bfl-1 Bim block 0, Bim-Mcl-1 -3, Mcl1 Bid PPI 3, RGS8-Gao reg 109, Bcl-2 Bim block -1, RGS4-Gao reg 96, GSH fluor 13, Bim-Bcl-XL -5, Bim-Bcl-W 0 and RGS7-Gao 96.
Screening CCN1CCN(Cc2c(O)ccc3c2O/C(=C\c2ccc(C)cc2)C3=O)CC1 returned Bcl-B Bim block 1, Bfl-1 Bim block 0, Bim-Mcl-1 0, Mcl1 Bid PPI -5, RGS8-Gao reg 97, Bcl-2 Bim block 0, RGS4-Gao reg 98, GSH fluor 72, Bim-Bcl-XL -3, Bim-Bcl-W -2 and RGS7-Gao 97.
Screening Nc1nnc(CCOc2ccc(Cl)cc2)s1 returned Bcl-B Bim block -7, Bfl-1 Bim block -3, Bim-Mcl-1 -4, Mcl1 Bid PPI -6, RGS8-Gao reg 107, Bcl-2 Bim block -4, RGS4-Gao reg 101, GSH fluor 13, Bim-Bcl-XL -6, Bim-Bcl-W -3 and RGS7-Gao 100.
Screening O=C(O)CCCC(=O)Nc1ccc(N=Nc2ccccc2)cc1 returned Bcl-B Bim block 0, Bfl-1 Bim block 5, Bim-Mcl-1 -1, Mcl1 Bid PPI -9, RGS8-Gao reg 97, Bcl-2 Bim block 0, RGS4-Gao reg 94, GSH fluor 11, Bim-Bcl-XL -1, Bim-Bcl-W -1 and RGS7-Gao 91.
COc1ccc(CCCc2nnc(SCc3nc4ccccc4c(=O)[nH]3)n2C)cc1 was read as Bcl-B Bim block -5, Bfl-1 Bim block -4, Bim-Mcl-1 -29, Mcl1 Bid PPI -12, RGS8-Gao reg 106, Bcl-2 Bim block -2, RGS4-Gao reg 104, GSH fluor 9, Bim-Bcl-XL -13, Bim-Bcl-W -13 and RGS7-Gao 103.
Cc1ccc(OCCNC(=O)c2cncc(Br)c2)cc1C was read as Bcl-B Bim block -2, Bfl-1 Bim block -1, Bim-Mcl-1 -1, Mcl1 Bid PPI 6, RGS8-Gao reg 100, Bcl-2 Bim block -3, RGS4-Gao reg 101, GSH fluor 18, Bim-Bcl-XL -2, Bim-Bcl-W -1 and RGS7-Gao 105.
O=C(O)CN=C(NS(=O)(=O)c1ccccc1)c1ccccc1 was read as Bcl-B Bim block -10, Bfl-1 Bim block -15, Bim-Mcl-1 -3, Mcl1 Bid PPI 19, RGS8-Gao reg 102, Bcl-2 Bim block -7, RGS4-Gao reg 101, GSH fluor 35, Bim-Bcl-XL -2, Bim-Bcl-W 0 and RGS7-Gao 102.
COc1ccccc1CNC(=O)C1CCN(S(=O)(=O)c2cccc3cccnc23)CC1 was read as Bcl-B Bim block -8, Bfl-1 Bim block -10, Bim-Mcl-1 1, Mcl1 Bid PPI -15, RGS8-Gao reg 102, Bcl-2 Bim block -5, RGS4-Gao reg 100, GSH fluor 22, Bim-Bcl-XL -4, Bim-Bcl-W 0 and RGS7-Gao 102.
Screening Brc1cccc(-c2cnco2)c1 returned Bcl-B Bim block -8, Bfl-1 Bim block -8, Bim-Mcl-1 -3, Mcl1 Bid PPI -12, RGS8-Gao reg 101, Bcl-2 Bim block -8, RGS4-Gao reg 98, GSH fluor 11, Bim-Bcl-XL -4, Bim-Bcl-W -2 and RGS7-Gao 98.
For O=C(NC1(C(F)(F)F)NC(=O)N(c2ccccc2F)C1=O)c1ccncc1 (stereo not drawn) the results were Bcl-B Bim block -6, Bfl-1 Bim block 0, Bim-Mcl-1 -1, Mcl1 Bid PPI -5, RGS8-Gao reg 103, Bcl-2 Bim block 1, RGS4-Gao reg 102, GSH fluor 6, Bim-Bcl-XL -3, Bim-Bcl-W -2 and RGS7-Gao 100.
Screening CCCCN1Cc2cc(C(=O)c3cc(F)ccc3O)cnc2NC1=O returned Bcl-B Bim block 0, Bfl-1 Bim block 1, Bim-Mcl-1 0, Mcl1 Bid PPI -11, RGS8-Gao reg 99, Bcl-2 Bim block 0, RGS4-Gao reg 97, GSH fluor 15, Bim-Bcl-XL 3, Bim-Bcl-W 0 and RGS7-Gao 101.
`COc1ccc(N2CC(C(=O)OCC(=O)NCc3ccccc3)CC2=O)cc1` (stereo not drawn) gave Bcl-B Bim block -3, Bfl-1 Bim block 0, Bim-Mcl-1 -2, Mcl1 Bid PPI 6, RGS8-Gao reg 100, Bcl-2 Bim block -2, RGS4-Gao reg 101, GSH fluor 8, Bim-Bcl-XL 1, Bim-Bcl-W 4 and RGS7-Gao 97.
Cc1cccc(Oc2coc3cc(OC(=O)c4cccs4)ccc3c2=O)c1 was read as Bcl-B Bim block -2, Bfl-1 Bim block -8, Bim-Mcl-1 0, Mcl1 Bid PPI -8, RGS8-Gao reg 100, Bcl-2 Bim block -3, RGS4-Gao reg 98, GSH fluor 13, Bim-Bcl-XL -1, Bim-Bcl-W 1 and RGS7-Gao 101.
For Cc1nn(C)c(C)c1/C=C/C(=O)O the results were Bcl-B Bim block -3, Bfl-1 Bim block -5, Bim-Mcl-1 2, Mcl1 Bid PPI -14, RGS8-Gao reg 101, Bcl-2 Bim block 0, RGS4-Gao reg 99, GSH fluor 11, Bim-Bcl-XL -1, Bim-Bcl-W -1 and RGS7-Gao 101.
Screening Cn1c(CNc2ccc(Cl)cc2)nc2ccccc21 returned Bcl-B Bim block -6, Bfl-1 Bim block -2, Bim-Mcl-1 0, Mcl1 Bid PPI -40, RGS8-Gao reg 104, Bcl-2 Bim block -2, RGS4-Gao reg 103, GSH fluor 55, Bim-Bcl-XL -8, Bim-Bcl-W 0 and RGS7-Gao 100.
For O=C(CCCn1cc([N+](=O)[O-])cn1)NCc1ccccc1 the results were Bcl-B Bim block -14, Bfl-1 Bim block 2, Bim-Mcl-1 -40, Mcl1 Bid PPI -3, RGS8-Gao reg 100, Bcl-2 Bim block -4, RGS4-Gao reg 96, GSH fluor 14, Bim-Bcl-XL -5, Bim-Bcl-W -1 and RGS7-Gao 99.
`COC(=O)c1ccc(/C=N/N2CCN(Cc3ccccc3)CC2)cc1` gave Bcl-B Bim block -4, Bfl-1 Bim block -11, Bim-Mcl-1 -3, Mcl1 Bid PPI -17, RGS8-Gao reg 100, Bcl-2 Bim block -6, RGS4-Gao reg 104, GSH fluor 18, Bim-Bcl-XL -4, Bim-Bcl-W 4 and RGS7-Gao 103.
For Cc1ccc(C2C(C#N)=C(N)Oc3n[nH]c(-c4cccs4)c32)s1 (stereo not drawn) the results were Bcl-B Bim block 0, Bfl-1 Bim block -1, Bim-Mcl-1 0, Mcl1 Bid PPI -30, RGS8-Gao reg 102, Bcl-2 Bim block 0, RGS4-Gao reg 99, GSH fluor 9, Bim-Bcl-XL -1, Bim-Bcl-W -1 and RGS7-Gao 98.
For CCn1c(CCc2ccccc2)n[nH]c1=S the results were Bcl-B Bim block -23, Bfl-1 Bim block -3, Bim-Mcl-1 -9, Mcl1 Bid PPI -61, RGS8-Gao reg 101, Bcl-2 Bim block -8, RGS4-Gao reg 104, GSH fluor 14, Bim-Bcl-XL -10, Bim-Bcl-W -9 and RGS7-Gao 103.
Nc1nc(-c2ccco2)c(-c2ccco2)s1 was read as Bcl-B Bim block -3, Bfl-1 Bim block 5, Bim-Mcl-1 -3, Mcl1 Bid PPI -35, RGS8-Gao reg 99, Bcl-2 Bim block -2, RGS4-Gao reg 103, GSH fluor 4, Bim-Bcl-XL -6, Bim-Bcl-W 1 and RGS7-Gao 104.
Cn1c(=O)oc2cc(S(=O)(=O)NCc3ccccn3)ccc21 was read as Bcl-B Bim block 0, Bfl-1 Bim block 2, Bim-Mcl-1 -2, Mcl1 Bid PPI -5, RGS8-Gao reg 96, Bcl-2 Bim block 1, RGS4-Gao reg 99, GSH fluor 19, Bim-Bcl-XL 0, Bim-Bcl-W 1 and RGS7-Gao 96.
`COc1ccc(NC(=O)C(=O)NCC(=O)Nc2cccc(C(F)(F)F)c2)cc1` gave Bcl-B Bim block 3, Bfl-1 Bim block -3, Bim-Mcl-1 4, Mcl1 Bid PPI -9, RGS8-Gao reg 101, Bcl-2 Bim block 0, RGS4-Gao reg 103, GSH fluor 23, Bim-Bcl-XL -1, Bim-Bcl-W 1 and RGS7-Gao 103.
Screening O=C(CSc1ccc2nnc(CCNS(=O)(=O)c3ccccc3)n2n1)Nc1nc2ccccc2s1 returned Bcl-B Bim block -5, Bfl-1 Bim block 2, Bim-Mcl-1 -2, Mcl1 Bid PPI -15, RGS8-Gao reg 93, Bcl-2 Bim block 0, RGS4-Gao reg 99, GSH fluor 7, Bim-Bcl-XL -7, Bim-Bcl-W -2 and RGS7-Gao 102.
N#Cc1ccc(C(=O)Nc2nnc(-c3ccco3)o2)cc1 was read as Bcl-B Bim block -1, Bfl-1 Bim block -4, Bim-Mcl-1 0, Mcl1 Bid PPI 4, RGS8-Gao reg 105, Bcl-2 Bim block -3, RGS4-Gao reg 101, GSH fluor 20, Bim-Bcl-XL -1, Bim-Bcl-W 1 and RGS7-Gao 99.

4 records picked at random from the list so far, as already listed:
For CCn1c(CCc2ccccc2)n[nH]c1=S the results were Bcl-B Bim block -23, Bfl-1 Bim block -3, Bim-Mcl-1 -9, Mcl1 Bid PPI -61, RGS8-Gao reg 101, Bcl-2 Bim block -8, RGS4-Gao reg 104, GSH fluor 14, Bim-Bcl-XL -10, Bim-Bcl-W -9 and RGS7-Gao 103.
Nc1nc(-c2ccco2)c(-c2ccco2)s1 was read as Bcl-B Bim block -3, Bfl-1 Bim block 5, Bim-Mcl-1 -3, Mcl1 Bid PPI -35, RGS8-Gao reg 99, Bcl-2 Bim block -2, RGS4-Gao reg 103, GSH fluor 4, Bim-Bcl-XL -6, Bim-Bcl-W 1 and RGS7-Gao 104.
N#Cc1ccc(C(=O)Nc2nnc(-c3ccco3)o2)cc1 was read as Bcl-B Bim block -1, Bfl-1 Bim block -4, Bim-Mcl-1 0, Mcl1 Bid PPI 4, RGS8-Gao reg 105, Bcl-2 Bim block -3, RGS4-Gao reg 101, GSH fluor 20, Bim-Bcl-XL -1, Bim-Bcl-W 1 and RGS7-Gao 99.
Screening O=C(CSc1ccc2nnc(CCNS(=O)(=O)c3ccccc3)n2n1)Nc1nc2ccccc2s1 returned Bcl-B Bim block -5, Bfl-1 Bim block 2, Bim-Mcl-1 -2, Mcl1 Bid PPI -15, RGS8-Gao reg 93, Bcl-2 Bim block 0, RGS4-Gao reg 99, GSH fluor 7, Bim-Bcl-XL -7, Bim-Bcl-W -2 and RGS7-Gao 102.
